NR2E3 ag-1 = activates human NR2E3 receptor; CHO-S Gal4-NCOR/VP16-NR2E3 two-hybrid, luciferase; AID 602229; 360,000 compounds, 0.35% hits; inhibition of corepressor binding, % at 3.98 µM;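 active means inhibition above the mean of all tested compounds plus 3 SD, cut at about 70% in these data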;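 further: 0% = DMSO with NR2E3 transfected cells and 100% = cells lacking NR2E3 construct; higher means lower luciferase signal from less NR2E3 corepressor binding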
Target sequence (Q9Y5X4 whole entry, looked up, the tested form may be a part): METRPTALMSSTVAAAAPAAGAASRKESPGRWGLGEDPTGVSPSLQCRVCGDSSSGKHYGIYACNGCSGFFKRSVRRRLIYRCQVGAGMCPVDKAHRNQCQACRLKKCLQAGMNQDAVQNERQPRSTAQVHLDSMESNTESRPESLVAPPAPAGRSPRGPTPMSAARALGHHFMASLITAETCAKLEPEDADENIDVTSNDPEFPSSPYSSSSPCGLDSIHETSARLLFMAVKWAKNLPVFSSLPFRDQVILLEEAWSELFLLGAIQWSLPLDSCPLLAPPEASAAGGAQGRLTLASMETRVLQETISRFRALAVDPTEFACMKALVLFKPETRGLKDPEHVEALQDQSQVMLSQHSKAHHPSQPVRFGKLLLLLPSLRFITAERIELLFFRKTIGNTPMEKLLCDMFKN
MITF TRPM1 inh = inhibitors of MITF-driven TRPM1 promoter in melanoma cells; SK-MEL-5 TRPM1 promoter luciferase, 24 h; inhibition, % at 12.5 µM; 330,000 compounds, 0.83% hits;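 active means mean inhibition across replicates of 60% or more, whatever share of single replicates reaches that level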; further: values of inactives mirror those of a sister screen read the other way
HIF-2a block = HIF-2a inhibition; 786-0 RCC cells HIF-2a reporter, luciferase luminescence, overnight; inhibition, % at 18.8 µM; 360,000 compounds, 0.72% hits;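 active means inhibition of the luminescence signal of 40% or more relative to plate controls, in a single-dose primary screen at 18.75 µM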
PDI turbidity = inhibitors of human protein disulfide isomerase; 350,000 compounds, 0.052% hits; inhibition, % at 10 µM; AID 588391; PDI insulin aggregation turbidity, A650, 90 min; P07237;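 active means mean inhibition across replicates of 30% or more, whatever share of single replicates reach that level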;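 further: absorbance from insulin aggregation driven by PDI reduction with DTT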
NR2E3 ag-2 = NR2E3 (human) agonism; GST-NR2E3/biotin-RetCOR TR-FRET, 1536-well; inhibition of corepressor binding, % at 4.78 µM; Q9Y5X4; 320,000 compounds, 0.12% hits; AID 2300;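 active means percent inhibition above the cutoff of mean plus 3 SD of all tested compounds, set per screening campaign, cut at about 20% in these data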;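 further: 0% = DMSO wells and 100% = biotin wells as full block of FRET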
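Test system – NR2E3–RetCOR corepressor complex · Quantity – NR2E3 fusion 1.35 nM · Buffer or medium – Tris pH 7.5 · Incubation – Compound–protein incubation for 5 h at 4 °C · Technique – TR-FRET, Eu(K)-anti-GST donor, streptavidin-D2 acceptor, ex 340, em 617/671 nm · Evaluation – percent inhibition of 671/617 nm emission ratio versus biotin and DMSO controls · Plate – 1536-well format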
HTR2A ag = activates the mouse 5-HT2A serotonin receptor; 360,000 compounds, 0.66% hits; CHO-K1 mHTR2A beta-arrestin complementation, luminescence; percent of 30 µM serotonin response; activation, % at 7.6 µM; P35363;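 active means activation above a run cutoff, the mean activation of all tested compounds plus 3 SD, cut at about 14% in these data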;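 further: 0% = plate median of compound wells and 100% = 30 µM serotonin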
Target sequence (P35363 whole entry, looked up): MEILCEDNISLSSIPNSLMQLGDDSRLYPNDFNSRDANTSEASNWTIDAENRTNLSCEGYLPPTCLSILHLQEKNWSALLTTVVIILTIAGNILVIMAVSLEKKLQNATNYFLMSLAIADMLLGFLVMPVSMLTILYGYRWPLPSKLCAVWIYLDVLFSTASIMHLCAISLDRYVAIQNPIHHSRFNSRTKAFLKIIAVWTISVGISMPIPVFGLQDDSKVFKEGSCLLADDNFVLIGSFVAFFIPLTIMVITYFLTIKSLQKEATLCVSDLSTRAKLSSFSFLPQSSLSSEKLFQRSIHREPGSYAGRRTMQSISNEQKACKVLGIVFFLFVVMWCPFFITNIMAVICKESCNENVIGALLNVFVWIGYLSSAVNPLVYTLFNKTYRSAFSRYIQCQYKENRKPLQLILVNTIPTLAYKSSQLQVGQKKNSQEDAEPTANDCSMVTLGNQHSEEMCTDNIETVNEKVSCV
hiPSC survival = increases survival of single human iPS cells | survival enhancement, % at 20 µM | 360,000 compounds, 0.044% hits | hiPSC single-cell survival, ATPlite luminescence; 100% = ROCK inhibitor wells, 0% = DMSO | AID 602274; in the data active means survival enhancement above about 18%;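 further: cells exposed to compounds for 16 hours before the ATP read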
Peg3 promoter = reduces Peg3 promoter-driven luciferase expression in HeLa; HeLa PEG-Prom luciferase reporter, luminescence, overnight; AID 588405; 360,000 compounds, 1.7% hits; inhibition, % at 20 µM;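 active means inhibition of at least 50% at 20 µM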
CaV13 FRET inh = Disruptors of the CACNA1D IQ motif to Ca2+-dependent inactivation inhibitor domain association, primary screening, Förster resonance energy transfer in intact living … | HEK cells, CFP/YFP FRET ICDI-IQ, plate reader, 10 min; percent FRET-ratio fall versus neutral wells | inhibition, % at 12.3 µM | 340,000 compounds, 0.098% hits | AID 743397;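 active means mean replicate inhibition of at least 30% and at least 1% of replicates passing that level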;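 further: 0% = median of the neutral control wells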
Shn3 3UTR inh = inhibitors of Schnurri-3 3'UTR reporter in osteoblasts. Clone20 osteoblast Shn3 3'UTR firefly luciferase, 24 h. inhibition, % at 12.5 µM. 360,000 compounds, 0.52% hits;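 active means mean inhibition of at least 75% with every replicate also reaching 75%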;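 further: 0% = median of neutral control wells and 100% = pilot-screen positive control compound; some compounds past the cut are filed as inactive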
Cardio protect = myocardial damage modulation in H9c2 cells | H9c2 cardiomyocytes, H2O2 injury protection, ATPLite, 2 h | protection from H2O2 cell death, % at 20 µM | 360,000 compounds, 0.63% hits;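 active means compounds giving at least 50% protection of heart cells from peroxide-induced death in the single-dose screen, raw or plate-pattern-corrected value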;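 further: 0% = DMSO wells with peroxide and 100% = DMSO wells without peroxide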
* = called active by the depositor; . = no result given.

SMILES	NR2E3 ag-1	MITF TRPM1 inh	HIF-2a block	PDI turbidity	NR2E3 ag-2	HTR2A ag	hiPSC survival	Peg3 promoter	CaV13 FRET inh	Shn3 3UTR inh	Cardio protect
COP(=O)(OC)C(Nc1ccc(C)cc1)c1ccc([N+](=O)[O-])cc1 (stereo not given)	-61	6	-76	5	2	1	0.4	-51	-5	-42	8
CNc1nc(NN)nc(Nc2ccccc2)n1	2	4	-10	-2	-3	1	-0.6	9	-19	3	4
Cc1[nH]c2ccccc2c1C(=O)CSc1nnc(C2CC2)o1	-15	-9	-69	-5	1	3	-2.7	-48	-6	-19	12
O=C(NC1CCSC1=O)c1cccc(C(=O)NC2CCSC2=O)c1 (stereo not given)	-6	-1	11	2	-3	3	-3.7	-5	-2	4	-5
CCC(C)(C)NC(=O)C(c1ccc(OC)cc1)N(C(=O)CCC(=O)Nc1cc(C)on1)c1cccc(OC)c1 (stereo not given)	-16	8	18	0	1	-3	0.7	5	-5	7	2
Cc1ccccc1N(CC(=O)Nc1ccccc1C(=O)NCc1ccco1)S(=O)(=O)c1ccccc1	13	-5	12	0	2	0	-1.3	45	-18	14	1
O=C(OCc1nnc(-c2ccccc2)o1)c1cc(Cl)ccc1[N+](=O)[O-]	-18	-10	-47	-2	-3	0	-0.7	-39	-5	-12	4
COc1ccc(CCN2CC(C(=O)Nc3cc(S(C)(=O)=O)ccc3Cl)CC2=O)cc1OC (stereo not given)	-8	3	2	5	.	0	-0.2	13	-4	-16	-1
CN(C)/C=C1\C(=O)N(c2ccc(F)cc2F)C(c2cccnc2)S1(=O)=O (stereo not given)	-3	4	8	-3	-3	-2	-0.6	9	-15	11	4
Cc1ccccc1OCC(=O)NCCNC(=O)c1cccnc1	1	1	2	-10	3	7	0.3	13	-20	-41	-3
CC(C)NC(=O)c1ccc(N(Cc2ccccc2)S(C)(=O)=O)cc1	-2	2	17	-15	.	9	-0.3	13	-19	-4	5
COc1ccccc1N=Nc1c(C)noc1C	-6	-9	4	2	0	1	-0.7	3	-2	-12	-5
CN1C(=O)[C@H]2[C@@H](/C=C/c3ccccc3)N3C(=O)CN(Cc4ccc(-c5ccccc5)cc4)C(=O)[C@@]3(C)[C@H]2C1=O	-20	-2	-8	-1	.	4	-2.0	-13	-8	15	-5
CCN(CC)S(=O)(=O)c1cc(NC(=S)NC(=O)C2CCCC2)ccc1C	17	4	-33	-7	.	-2	0.6	13	-5	49	-18
COC(=O)CNC(=O)c1ccccc1[N+](=O)[O-]	1	-11	12	-7	1	-2	0.1	2	-9	0	5
CC(OC(=O)Cc1c(F)cccc1Cl)C(=O)NC1CCCCC1C (stereo not given)	-4	-7	-11	8	3	-9	-0.1	0	-6	1	1
Cc1occc1C(=O)Nc1ccc(S(N)(=O)=O)cc1	-23	5	0	3	-1	1	-1.5	-6	-2	-4	7
COc1ccc(-c2csc(NC(=O)c3ccc(S(=O)(=O)N4CCc5ccccc5C4)cc3)n2)c(OC)c1	1	20	11	-3	-8	1	1.1	8	-5	68	-14
O=C(CN1CCN(c2ccccc2)CC1)c1ccc2cc[nH]c2c1	18	.	-40	.	3	8	2.4	-7	-3	-21	-2
CC1(C(=O)NS(=O)(=O)C2CC2)CCCN(C(=O)Cc2ccc(F)cc2)C1 (stereo not given)	-3	.	12	13	.	-2	4.5	13	-7	-10	1
CC(C)Nc1nc(SCC(N)=O)nc(N2CCOCC2)n1	-8	-9	1	-5	-5	0	-1.7	14	-8	7	3
Cc1cc(C)c2[nH]c(=O)c(CN(Cc3nnnn3C3CCCC3)C3CCCCC3)cc2c1	4	-5	-9	3	.	0	1.1	12	.	4	4
CCc1nn(CC(=O)NCCc2ccc(S(N)(=O)=O)cc2)c(=O)c2cc3sccc3n12	11	0	0	6	2	27*	-0.3	3	.	3	3
O=C(COc1ccccc1)OCc1cc2ccccc2[nH]c1=O	-7	7	1	-3	4	4	1.1	7	.	8	5

An excerpt from above, reduced to Shn3 3UTR inh.
SMILES | Shn3 3UTR inh
COC(=O)CNC(=O)c1ccccc1[N+](=O)[O-] | 0
CC1(C(=O)NS(=O)(=O)C2CC2)CCCN(C(=O)Cc2ccc(F)cc2)C1 (stereo not given) | -10
CCN(CC)S(=O)(=O)c1cc(NC(=S)NC(=O)C2CCCC2)ccc1C | 49

(listing goes on)
SMILES	NR2E3 ag-1	MITF TRPM1 inh	HIF-2a block	PDI turbidity	NR2E3 ag-2	HTR2A ag	hiPSC survival	Peg3 promoter	CaV13 FRET inh	Shn3 3UTR inh	Cardio protect
O=C(COC(=O)C1CC2CCCC(C1)C2=O)NC(=O)c1ccc(OC(F)F)cc1 (stereo not given)	6	-2	16	6	-3	2	3.2	-14	-6	-2	2
Cc1cccc(C)c1C(=O)N[C@@H](Cc1ccccc1)C(=O)O	21	0	5	-1	3	-4	0.9	13	-11	-22	2
O=C(Cc1ccc(F)cc1)NCCc1ccccc1	-1	-3	-34	3	4	4	-0.6	-15	.	-12	0
Cc1cccc(-n2nc([N+](=O)[O-])c(=NC3CCN(Cc4ccccc4)CC3)n2O)c1	10	53	-6	6	-1	-6	-0.4	-1	-5	13	-3
CC1COCC(C)N1C(=O)c1cccnc1 (stereo not given)	12	.	10	-1	.	3	2.2	12	-16	-7	2
CC(C)Cn1c(-c2ccco2)csc1=Nc1cccnc1	-8	7	19	2	-2	-2	5.5	6	0	5	5
O=C1c2ccccc2C(=O)C1Cc1cccc2ccccc12	18	11	3	10	2	2	0.0	-4	-8	-1	1
COc1ccc(NC(=O)CN(C)S(=O)(=O)c2ccccc2)cc1	-5	-13	-44	0	-3	6	0.1	-32	-7	-9	1
COc1cc(-n2nc(C)c3c2OC(N)=C(C#N)C3c2ccccc2)c(Cl)c(Br)c1O (stereo not given)	-16	16	4	3	0	-8	0.5	45	-3	-8	-29
CCOc1ccc(-n2ccnc2SCC(=O)Nc2cc(C)on2)cc1	10	-10	11	8	-1	0	-0.7	13	-20	-48	-4
CCCCn1c(/N=C/c2ccccc2NS(=O)(=O)c2ccc(C)cc2)nc2ccccc21	18	0	16	-7	-4	-6	-1.6	34	-5	10	-5
CC(NC(=S)NC1CCCCC1)c1ccc(C(C)(C)C)cc1 (stereo not given)	17	6	13	-11	-1	2	0.6	31	-4	67	-20
O=C(CSc1nnc(-c2ccccc2F)n1C1CC1)NC(=O)c1cccc([N+](=O)[O-])c1	-12	3	19	0	-3	1	-0.5	-4	-5	1	4
CC(Oc1ccc(Cl)cc1)C(=O)Nc1ccc(S(=O)(=O)N2CCOCC2)cc1 (stereo not given)	-3	11	24	4	2	-4	0.3	19	-3	8	1
O=C(COc1ccc(Cl)cc1Cl)NCCN1CCCC1	7	.	-1	9	.	-2	-1.6	4	-17	-4	5
COc1ccc(N/C=C\C(=O)c2ccc(C)cc2)cc1OC	-61	-55	-293	-1	0	2	-1.6	-293	-28	-52	-3
S=C(NCCc1ccccc1)NC1CC1	-17	-4	-8	3	0	-3	2.5	-17	-2	-10	9
Oc1ccc(Br)cc1/C=N/NC(=S)NCCc1ccccc1	-13	6	-24	1	1	-2	-0.7	12	-2	27	32
O=C(Nc1nnc(SCc2ccccc2)s1)c1cccs1	-82	-7	-136	1	0	-6	-0.2	-145	-6	-16	-2
COC(=O)/C=C/S(=O)(=O)c1ccc(NC(C)=O)cc1	28	21	13	-2	-4	-6	-5.7	105*	-7	93*	-24
CC(C)C(NC(=O)c1ccccc1F)C(=O)Nc1ccc2c(c1)OCO2 (stereo not given)	-12	9	16	4	-2	5	3.2	4	-4	-8	0
Fc1cc(Cl)cc2ccc(-c3ccccc3)nc12	-30	.	-212	.	.	9	-1.6	-193	-8	-41	-5
CCNC(=O)Cn1cnc2c1c(=O)n(C)c(=O)n2C	-10	-9	13	2	-1	-1	3.5	9	-4	-7	5
NS(=O)(=O)c1ccc(NC2=CC(c3ccc(F)cc3)N(c3ccc(S(N)(=O)=O)cc3)C2=O)cc1 (stereo not given)	4	2	16	-1	1	5	-0.8	8	-16	-6	15
CCn1cc(-c2ccccc2)c(C(=O)O)c1-c1ccc(OC)cc1	7	-6	6	-4	2	-4	-1.6	-1	-8	2	4
CCOC(=O)/C(C(=O)Nc1ccc(Br)cc1)=C1/NC(C)(C)Cc2ccccc21	-22	-15	-143	-6	-1	-3	1.3	-85	-3	19	-12
COc1ccc(N(CC(=O)NCCC2=CCCCC2)S(=O)(=O)c2ccc(C)cc2)cc1OC	-8	3	18	6	1	-5	-2.8	20	-4	10	-3
CCC(=O)Nc1c(C(=O)Nc2ccc3c(c2)OCCO3)oc2ccccc12	-25	-97	-287	1	1	-3	-0.4	-287	-2	-87	9
C=CC[C@@H](CC(=O)N[C@@H](CO)Cc1ccccc1)C(=O)NCCOC(=O)[C@@H](CC=C)Cc1ccc(F)cc1	10	9	3	8	.	0	2.0	12	-3	-20	-3
CCOC(=O)CSc1ccc2nnc(CCNS(=O)(=O)c3ccc(C)cc3)n2n1	14	9	13	-6	3	8	-0.6	8	-1	1	3
Cc1ccc(C)c(S(=O)(=O)NCc2ccc(C(=O)NCc3ccccn3)cc2)c1	-9	-4	13	24	4	0	2.6	-1	-2	-11	13
CCCCn1c(CNC(=O)C23CC4CC(CC(C4)C2)C3)nnc1SC(C)CC (stereo not given)	8	7	12	5	-2	8	3.6	12	-5	-3	-7
O=C(c1c(F)cccc1Cl)N(Cc1ccco1)C1CCS(=O)(=O)C1 (stereo not given)	-7	.	8	-2	.	0	-2.3	6	-5	3	1
C/C(CCc1ccccc1)=N\NC(=O)C1C2CCCCC21 (stereo not given)	-19	4	-3	-6	3	0	1.6	4	4	-35	0
O=C(Nc1cccc2ccccc12)OC1C=CS(=O)(=O)C1 (stereo not given)	0	0	6	4	-4	-3	1.2	15	-4	12	8
CC(C)[C@H](NC(=O)[C@@H]1CSC2c3ccccc3C(=O)N21)C(=O)NC1CCCC1 (stereo not given in full)	-26	4	10	-2	0	2	0.5	21	-3	3	6
COc1cc(C2CC(=O)OC3=C2C(=O)CC(C)(C)C3)cc(OC)c1OC (stereo not given)	-10	4	10	3	0	-2	0.1	15	-7	11	4
COCCCNC(=O)/C(C#N)=C/c1c(N2CCCCCC2)nc2ccccn2c1=O	-10	-11	6	0	-1	-5	-0.5	8	-14	-6	13
COc1ccc(C2c3c(oc4ccccc4c3=O)C(=O)N2CCN2CCOCC2)cc1OC (stereo not given)	-13	-4	0	4	0	2	0.2	-19	-3	-12	-1
